# DAGLB inhibitor: blocks human DAGLB lipase activity; Q8NCG7; HEK293T DAGLB membrane lysate, EnzChek fluorogenic substrate; inhibition, % at 5.17 µM; 340,000 tested, 0.059% active; AID 504411; in the data active = inhibition above about 34%;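 also: 0% = enzyme with vehicle and 100% = wells lacking enzyme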
# LANA DNA inh: blocks KSHV LANA C-terminal domain binding to DNA; MBP-C-LANA/FAM-LBS DNA binding, fluorescence polarization; inhibition, % at 9 µM; 340,000 tested, 0.078% active;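 active = highest replicate inhibition at or above 60% at 9 µM, even if other replicates fall short; inactive = all replicates below 60% inhibition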;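 also: 0% = neutral control wells and 100% = 4 µM acridine orange control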
# Cardiac RTF inh: cardiac RTF calcium desensitization; IANBD-labeled cardiac RTF, Ca2+ fluorescence; inhibition, % at 7.15 µM; 340,000 tested, 0.12% active; AID 493244;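 active = inhibition above the mean inhibition of all tested compounds plus 3 SD, cut at about 17% in these data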;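 also: assay run at fixed EC70 calcium of 1.6 mM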
# Keap1-Nrf2 PPI: Keap1-Nrf2 (human) interaction inhibition; Keap1 Kelch-Nrf2 peptide fluorescence polarization, 1536-well; inhibition, % at 9.4 µM; 340,000 tested, 0.15% active; Q14145; in the data active = inhibition above about 12%;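 also: human Keap1 Kelch domain with fluorescein labeled Nrf2 9mer peptide probe; 0% = neutral control wells and 100% = peptide positive control; higher means more block of Keap1 binding to Nrf2 peptide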
# CAL PDZ FP-1: blocks peptide binding to the human CAL PDZ domain. inhibition, % at 24.9 µM. Q9HD26. purified CAL PDZ, TMR-peptide fluorescence polarization, 1 h. AID 602252. 300,000 tested, 0.92% active;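 active = mean inhibition of at least 30% with at least half of replicates also reaching 30%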;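 also: 0% = DMSO neutral control and 100% = excess unlabeled competitor peptide PRC23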
# NSD2 inh: blocks human histone methyltransferase NSD2. NSD2 peptide methylation, AlphaScreen, 120 min. AID 743445. 310,000 tested, 0.54% active. inhibition, % at 12.5 µM. O96028; in the data active = inhibition above about 50%
# DSG3 Ab inh: human desmoglein-3 autoantibody binding inhibition; DSG3-coupled beads, scFv-anti-DSG3-GFP binding, flow cytometry; active compounds read low; 310,000 tested, 0.48% active; binding (percent of control), % at 10 µM;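 active = binding more than 3 SD below its plate's average and above zero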;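 also: hits lower antibody fragment binding to DSG3; some compounds called inactive have numbers as strong as hits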
# Target sequence (P32926 whole entry, looked up, the tested form may be a part): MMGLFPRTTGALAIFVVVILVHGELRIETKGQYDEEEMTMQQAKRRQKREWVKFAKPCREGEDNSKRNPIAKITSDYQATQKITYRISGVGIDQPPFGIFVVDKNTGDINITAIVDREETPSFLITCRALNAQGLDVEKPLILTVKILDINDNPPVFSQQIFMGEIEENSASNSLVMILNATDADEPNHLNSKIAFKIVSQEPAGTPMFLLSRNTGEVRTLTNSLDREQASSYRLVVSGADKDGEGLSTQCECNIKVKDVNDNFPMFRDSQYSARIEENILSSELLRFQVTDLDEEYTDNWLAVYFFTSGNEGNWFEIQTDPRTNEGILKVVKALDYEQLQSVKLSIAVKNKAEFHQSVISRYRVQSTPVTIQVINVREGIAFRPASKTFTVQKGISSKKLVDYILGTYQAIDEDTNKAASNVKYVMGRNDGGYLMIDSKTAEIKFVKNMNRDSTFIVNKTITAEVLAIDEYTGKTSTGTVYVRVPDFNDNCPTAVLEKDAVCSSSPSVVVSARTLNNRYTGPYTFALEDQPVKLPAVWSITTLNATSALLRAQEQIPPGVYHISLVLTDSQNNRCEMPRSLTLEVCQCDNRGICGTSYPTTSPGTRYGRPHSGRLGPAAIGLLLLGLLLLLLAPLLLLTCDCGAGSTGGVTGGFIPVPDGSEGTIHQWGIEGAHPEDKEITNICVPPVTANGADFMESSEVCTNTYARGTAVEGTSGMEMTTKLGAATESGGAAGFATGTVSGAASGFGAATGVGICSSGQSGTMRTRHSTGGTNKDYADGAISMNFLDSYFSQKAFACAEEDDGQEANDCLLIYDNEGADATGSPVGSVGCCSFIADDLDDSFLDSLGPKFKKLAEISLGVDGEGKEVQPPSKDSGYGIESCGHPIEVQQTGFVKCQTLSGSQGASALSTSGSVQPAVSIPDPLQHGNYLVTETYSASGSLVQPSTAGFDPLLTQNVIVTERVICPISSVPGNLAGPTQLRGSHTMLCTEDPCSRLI
# CAL PDZ FP-2: inhibitors of human CAL PDZ peptide binding; inhibition, % at 20 µM; 330,000 tested, 0.02% active; purified CAL PDZ, TMR-peptide fluorescence polarization, 1 h; AID 504414;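 active = highest replicate inhibition of at least 40%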;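 also: plate controls were DMSO neutral control wells for no effect and unlabeled competitor peptide control wells for full effect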
#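 System: purified tagged CAL PDZ domain construct (CerCALP). Schedule: 1 h incubation at room temperature before polarization reading. Medium: 25 mM sodium phosphate pH 7.4, 150 mM NaCl, TCEP, IgG, Thesit. Read-out: percent inhibition from loss of millipolarization. Measured by: FP readout, S and P plane fluorescence. Probe or stimulus: fluorescent TMR peptide probe.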
# Arr AP2 block: human beta-arrestin and AP2 interaction inhibition | FITC-arrestin peptide / GST-AP2 beads, flow cytometry; AP2 beta2 appendage carries R879A mutation | inhibition, % at 10 µM | 340,000 tested, 0.31% active;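 active = inhibition above a set limit, near 3 SD of compounds lacking own fluorescence, cut at about 54% in these data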;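 also: plate controls were DMSO wells for no effect and 5 µM unlabelled arrestin peptide for full effect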
#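 Material – AP2 appendage R879A on GSH beads · Buffer or medium – PBS with 0.05% Tween 20 and 0.1% BSA · Probe or stimulus – fluorescein-tagged arrestin peptide at 50 nM final · Incubation – compound with beads 12 min RT, then probe 1 h RT · Detection – high-throughput flow cytometry of beads, ex 488, em 535 nm · Evaluation – percent response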
# V-ATPase pH: regulators of yeast V-ATPase proton transport | S. cerevisiae, pHLuorin cytosolic pH fluorescence | response, % at 10 µM | 350,000 tested, 0.37% active | AID 504577; in the data active = response mostly above about 7.3%, no sharp cut-off; inactive = mostly below about 5.4%; also: actives read high; inactives centre near 0; some compounds called inactive have numbers as strong as hits; reference of the scale not given here
# Numbers without * were called inactive; nt = not tested or not shown. The list is partial; rates above refer to the full screens.
# Sample of the layout, 3 compounds:
SMILES,DAGLB inhibitor,LANA DNA inh,Cardiac RTF inh,Keap1-Nrf2 PPI,CAL PDZ FP-1,NSD2 inh,DSG3 Ab inh,CAL PDZ FP-2,Arr AP2 block,V-ATPase pH
CCCCCCc1nc2ccccc2c(=O)n1NC(=O)c1c(O)c2c(n(CC(C)C)c1=O)CCCC2,-8,0.3,-3,-3,-3,-3,100,-2.0,5,-3
O=C(NC1CCN(Cc2ccc(F)cc2)CC1)c1ccccc1,2,-1.9,-4,-2,1,31,109,-0.7,12,2
Cc1ccc(S(=O)(=O)CC2CSc3nnc(C)c(=O)n32)cc1 (configuration not stated),4,-0.2,-5,-3,-1,-10,nt,-0.9,-1,1

# The listing, from the start:
SMILES,DAGLB inhibitor,LANA DNA inh,Cardiac RTF inh,Keap1-Nrf2 PPI,CAL PDZ FP-1,NSD2 inh,DSG3 Ab inh,CAL PDZ FP-2,Arr AP2 block,V-ATPase pH
CCCCCCc1nc2ccccc2c(=O)n1NC(=O)c1c(O)c2c(n(CC(C)C)c1=O)CCCC2,-8,0.3,-3,-3,-3,-3,100,-2.0,5,-3
O=C(NC1CCN(Cc2ccc(F)cc2)CC1)c1ccccc1,2,-1.9,-4,-2,1,31,109,-0.7,12,2
Cc1ccc(S(=O)(=O)CC2CSc3nnc(C)c(=O)n32)cc1 (configuration not stated),4,-0.2,-5,-3,-1,-10,nt,-0.9,-1,1
O=C(O)c1ccc(-c2nc(-c3ccccc3)cs2)cc1,2,2.3,-20,2,-7,0,108,-1.4,3,-1
CC(C)(C)c1nc(CN2CCOCC2)ccc1O,-1,-0.6,0,-1,-4,-5,88,0.2,-1,0
Cc1c(C(=O)NCc2ccc3c(c2)cc(C)n3C)cccc1[N+](=O)[O-],4,0.2,-5,-3,nt,nt,96,-1.5,4,5
COc1cc2[nH]cc(C(=O)NCc3ccccc3)c(=O)c2cc1OC,-1,0.4,-2,1,-2,0,99,-2.7,9,-1
CCOC(=O)C1(CCOC)CCN(Cc2ccc3nonc3c2)CC1,-1,-7.2,-6,-2,-2,3,107,0.8,-9,3
Cc1c(Cl)cccc1NC(=S)N1CCN(Cc2ccccc2)CC1,-1,0.3,-1,-1,nt,0,100,-2.2,5,0
O=C1SCCc2c1n(Cc1ccccc1)c1ccccc21,0,-0.8,-9,3,-3,2,102,nt,-3,0
CC(C)(C)OC(=O)C[C@H]1C/C=C\C[C@H](CC(=O)NCCO)C(=O)N[C@@H](c2ccccc2)COC1=O,-3,0.0,6,2,-2,nt,99,-0.2,29,3
CCOc1cccc(-c2c(C(=O)N/N=C(\C)c3ccccn3)nnn2-c2nonc2N)c1,3,0.2,-5,-6,-1,-1,104,-1.0,-1,5
CCCN(CCC)C(=S)NC1CC2C=CC1C2 (configuration not stated),-2,-0.2,2,-1,-5,3,nt,-1.5,0,1
O=C(CCc1nnc(CCCCc2ccccc2)o1)NC(c1cccnc1)C(F)(F)F (configuration not stated),0,-1.5,-10,2,nt,-4,99,-0.5,-11,2
CCCOC1CCCN(Cc2nc(-c3cnccn3)no2)C1 (configuration not stated),0,-0.7,3,1,0,0,104,-0.4,9,1

# Part of the list above, limited to Cardiac RTF inh:
SMILES | Cardiac RTF inh
Cc1ccc(S(=O)(=O)CC2CSc3nnc(C)c(=O)n32)cc1 (configuration not stated) | -5
O=C(O)c1ccc(-c2nc(-c3ccccc3)cs2)cc1 | -20
CC(C)(C)c1nc(CN2CCOCC2)ccc1O | 0
Cc1c(C(=O)NCc2ccc3c(c2)cc(C)n3C)cccc1[N+](=O)[O-] | -5

# Later entries
SMILES,DAGLB inhibitor,LANA DNA inh,Cardiac RTF inh,Keap1-Nrf2 PPI,CAL PDZ FP-1,NSD2 inh,DSG3 Ab inh,CAL PDZ FP-2,Arr AP2 block,V-ATPase pH
CCOC(=O)c1c(C)[nH]c(C(=O)COC(=O)/C=C/c2ccc(OC(F)F)cc2)c1C,-5,0.1,-8,-5,0,0,82,-2.9,-1,4
CC1O[C@@H](OC2C(O)C(C)O[C@H](OC(=O)[C@]34CCC(C)(C)C[C@H]3C3=CCC5[C@@]6(C)CC(O)C(O[C@@H]7OC(CO)C(O)[C@@H](O)[C@@H]7O)[C@@](C)(C(=O)O)C6CC[C@@]5(C)[C@]3(CO)CC4)C2O[C@H]2OC(C)[C@@H](O[C@@H]3OCC(O[C@@H]4OC(CO)C(O)[C@H](O)C4O)[C@@H](O)[C@@H]3O)[C@H](O)C2O)C(O)C(O)C1O (some centres not stated),-2,-1.7,-1,-6,2,nt,103,-0.1,6,3
Cc1ccccc1CN1CCc2cc([N+](=O)[O-])ccc21,-1,-1.2,-9,-5,nt,5,nt,-2.3,-2,0
CCCNC(=O)CCn1c(-c2ccc(C)cc2)cc(C(=O)OCC)c1C,2,0.9,3,-3,-3,-1,nt,-1.0,8,0
COc1ccc(-c2cc(C(=O)NCCc3ccccc3)no2)cc1OC,-2,-0.6,0,-4,-2,-3,75*,3.4,33,5
Nc1cccc2c1nnn2C1OC(CO)C(O)C(O)C1O (configuration not stated),0,-0.6,-4,-1,nt,nt,107,-0.3,2,-2
CCN(CC)c1ccc(S(=O)(=O)N2CCCCC2)cc1NC(=O)C1CCC1,-6,-0.2,2,0,-4,-5,115,0.4,34,-2
Cc1ccc(C(=O)NC(=S)Nc2ccccc2C(F)(F)F)cc1C,-17,-1.2,-31,-7,-2,6,102,-0.7,9,-2
COc1ccc(COC(=O)C2CCN(S(=O)(=O)c3cccs3)CC2)cc1,-2,0.5,2,0,2,-4,97,-3.1,-16,-2
CC1(C)CC2CC(C)(CN2C(=O)c2ccc([N+](=O)[O-])cc2)C1 (configuration not stated),-1,-0.8,4,-2,-3,0,105,-0.3,1,0
COCCCNC(=O)CN1C(=O)/C(=C/c2ccccc2C)Sc2ccccc21,-3,0.1,-10,1,-2,-1,83,-3.3,-7,-1
CCOC(=O)c1c(C)nn(-c2ccc(NC(=O)/C=C/C(=O)O)cc2)c1C,2,-1.6,0,-4,nt,-1,118,-0.1,1,2
Cc1ccc(NC(=O)C(=O)NCc2ccc(/C=C(/C#N)C(=O)NCc3cccnc3)o2)cc1C,2,1.4,4,-2,4,0,100,0.1,7,-4
COc1ccc(NC(=O)c2ccc(NC(=O)CSc3nccc(=O)[nH]3)cc2)cc1,0,1.7,-2,2,1,2,92,-0.5,29,3
CC(=O)N1N=C(c2ccccc2)CC1c1cccs1 (configuration not stated),0,-1.2,-8,-6,-2,-4,108,nt,9,7
Cc1nc2sccn2c(=O)c1S(=O)(=O)Nc1ccc(N2CCN(C(=O)C(C)C)CC2)cc1,1,-1.1,-3,-8,-3,0,104,-2.0,12,-1
O=[N+]([O-])c1nn(-c2ccc(Cl)cc2)n(O)c1=NCc1ccncc1,-1,0.9,-12,-2,3,4,84,0.5,9,0
COc1ccc(C(=O)N2CCN(S(=O)(=O)c3ccc(C)cc3C)CC2)cc1OC,2,-2.0,0,0,2,nt,106,0.1,-11,1
CN1C2=CC=CC=CC2=[N+](C)C12C=CC(=[N+]([O-])[O-])C=C2[N+](=O)[O-] (configuration not stated),10,0.0,-2,-2,10,4,76*,-1.5,54*,4
COCCN(C(=O)C1CCCO1)c1c(N)n(CC(C)C)c(=O)[nH]c1=O (configuration not stated),2,-2.1,-6,1,1,0,nt,0.3,-9,-3
CC(C)c1ccc(-c2csc(NC(=O)c3cccs3)c2C(=O)O)cc1,17,1.7,1,1,-5,7,103,-2.5,2,-4
CC1=C(C(N)=O)C(c2ccccc2F)n2nc(CCCO)nc2N1 (configuration not stated),-1,-1.5,-7,-5,-4,-2,100,-0.8,-2,3
COc1ccc(OC)c(/C=N/NC(=O)C(=O)N2CCCC2)c1,0,0.3,-14,-7,nt,0,114,-1.5,5,-2
CCOC(=O)c1c(NC(C)=O)sc2c(OC)c(Br)ccc12,-2,2.0,-2,-5,-2,-1,101,0.6,7,-4
CCN(CC)S(=O)(=O)c1ccc2oc(C(=O)N3CCCCCC3)c(C)c2c1,-2,0.6,-37,0,0,5,nt,-0.9,19,-2
COCCOc1ccc(C(F)(F)F)cc1NC(=O)c1ccc(C(F)(F)F)cc1,-9,-1.1,5,-7,-1,-1,103,0.7,15,0
COc1ccc(CN=Cc2[nH]c3ccc(Br)c(Cl)c3c2O)cc1,-3,-1.9,-18,-4,nt,nt,103,0.3,6,-3
COc1cc(NC(=O)CSc2ccc(-c3cccnc3)nn2)cc(OC)c1,0,3.5,-11,4,-1,-2,nt,-9.6,29,3
O=C(CCl)N(c1ccccc1)C1CCCCC1,2,0.2,3,0,nt,-5,101,-0.7,24,1
COCc1nc2ccccc2n1Cc1ccc(Br)cc1,-2,-1.6,0,2,-1,1,98,0.0,-22,1

# Another view of some results above:
SMILES	DAGLB inhibitor	LANA DNA inh	Cardiac RTF inh	Keap1-Nrf2 PPI	CAL PDZ FP-1	NSD2 inh	DSG3 Ab inh	CAL PDZ FP-2	Arr AP2 block	V-ATPase pH
CCOC(=O)c1c(C)[nH]c(C(=O)COC(=O)/C=C/c2ccc(OC(F)F)cc2)c1C	-5	0.1	-8	-5	0	0	82	-2.9	-1	4
CC1(C)CC2CC(C)(CN2C(=O)c2ccc([N+](=O)[O-])cc2)C1 (configuration not stated)	-1	-0.8	4	-2	-3	0	105	-0.3	1	0
Cc1c(C(=O)NCc2ccc3c(c2)cc(C)n3C)cccc1[N+](=O)[O-]	4	0.2	-5	-3	nt	nt	96	-1.5	4	5
O=C(NC1CCN(Cc2ccc(F)cc2)CC1)c1ccccc1	2	-1.9	-4	-2	1	31	109	-0.7	12	2

# Next structures follow:
SMILES,DAGLB inhibitor,LANA DNA inh,Cardiac RTF inh,Keap1-Nrf2 PPI,CAL PDZ FP-1,NSD2 inh,DSG3 Ab inh,CAL PDZ FP-2,Arr AP2 block,V-ATPase pH
Cc1cc(NC(=O)CSc2cc(Cl)ccc2Cl)n(-c2ccccc2)n1,-4,2.9,-3,-7,-1,-3,108,-2.8,-3,4
CCOC(=O)C1=C(CSCC(=O)OC)NC(=O)NC1c1cc(C)ccc1C (configuration not stated),0,1.5,-5,-7,1,3,96,-2.0,5,-1
Cc1cc(C)nc(SCC(=O)NCC2COc3ccccc3O2)n1 (configuration not stated),-3,1.0,3,-4,0,0,nt,-0.9,21,0
O=C(CNC(=O)c1ccc(Cl)cc1)NNc1c(F)c(F)cc(F)c1F,0,-0.4,5,-6,-10,1,131,-0.2,0,1
O=C(OCCN1CCOCC1)c1ccc2c(c1)OCCO2,0,-2.6,-4,-4,-4,-2,81,-0.4,19,1

# Screens from PubChem BioAssay.
